NR2E3 ag-1 – activates human NR2E3 receptor; AID 602229; CHO-S Gal4-NCOR/VP16-NR2E3 two-hybrid, luciferase; 360,000 compounds, 0.35% hits; Q9Y5X4; inhibition of corepressor binding, % at 3.98 µM;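 active = inhibition above the mean of all tested compounds plus 3 SD, cut at about 70% in these data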;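 also: 0% = DMSO with NR2E3 transfected cells and 100% = cells lacking NR2E3 construct; higher means lower luciferase signal from less NR2E3 corepressor binding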
Target sequence (Q9Y5X4 whole entry, looked up, the tested form may be a part): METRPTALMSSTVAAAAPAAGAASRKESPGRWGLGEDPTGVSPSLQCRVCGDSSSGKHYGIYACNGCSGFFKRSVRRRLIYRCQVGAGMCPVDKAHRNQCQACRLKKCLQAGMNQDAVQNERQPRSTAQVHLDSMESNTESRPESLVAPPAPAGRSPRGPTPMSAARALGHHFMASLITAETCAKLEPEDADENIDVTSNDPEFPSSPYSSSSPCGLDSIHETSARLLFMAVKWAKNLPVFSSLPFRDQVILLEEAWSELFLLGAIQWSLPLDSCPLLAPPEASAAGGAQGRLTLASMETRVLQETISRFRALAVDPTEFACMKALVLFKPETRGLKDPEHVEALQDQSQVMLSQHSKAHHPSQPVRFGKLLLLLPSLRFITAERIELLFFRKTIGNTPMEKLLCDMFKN
CaV13 FRET inh – Primary screen for inhibitors of IQ motif and Ca2+-dependent inactivation inhibitor domain binding in CACNA1D, Förster resonance energy transfer in living cells, …; HEK cells, CFP/YFP FRET ICDI-IQ, plate reader, 10 min; percent FRET-ratio fall versus neutral wells; inhibition, % at 12.3 µM; 340,000 compounds, 0.098% hits; AID 743397;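 active = mean replicate inhibition of at least 30% and at least 1% of replicates passing that level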;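 also: 0% = median of the neutral control wells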
Shn3 inh set2 – inhibitors of Schnurri-3 3'UTR reporter in osteoblasts. Clone20 osteoblast Shn3 3'UTR firefly luciferase, 24 h. 360,000 compounds, 0.52% hits. AID 588674. inhibition, % at 12.5 µM;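 active = mean inhibition of at least 75% with every replicate also reaching 75%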;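 also: 0% = median of neutral control wells and 100% = pilot-screen positive control compound; some compounds past the cut are filed as inactive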
Vif imaging – inhibitors of HIV Vif | HEK293T cells, Vif self-association by quenched fluorescence, imaging, 24 h | inhibition, % at 7.49 µM | 340,000 compounds, 0.35% hits | AID 602346; in the data active = inhibition above about 50%, passing the limit was not always enough; also: some results filed as inactive read as strong as hits
HIF-2a block – HIF-2a inhibition. 786-0 RCC cells HIF-2a reporter, luciferase luminescence, overnight. inhibition, % at 18.8 µM. 360,000 compounds, 0.72% hits;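 active = inhibition of the luminescence signal of 40% or more relative to plate controls, in a single-dose primary screen at 18.75 µM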
MITF TRPM1 inh – reduces MITF-dependent TRPM1 promoter luciferase signal. SK-MEL-5 TRPM1 promoter luciferase, 24 h. inhibition, % at 12.5 µM. 330,000 compounds, 0.83% hits. AID 488899;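 active = mean inhibition across replicates of 60% or more, whatever share of single replicates reaches that level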; also: values of inactives mirror those of a sister screen read the other way
KKLEB tox – counter-screen for CF NF-kB inhibitors: cytotoxicity; KKLEB CF airway cells viability, ATPlite luminescence, overnight; stronger effect = lower value; cells stimulated with P. aeruginosa culture filtrate; activity change (cytotoxicity), % at 5 µM; 360,000 compounds, 0.36% hits;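 active = corrected activity change at or below -50% at 5 µM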
PDI turbidity – inhibitors of human protein disulfide isomerase | P07237 | 350,000 compounds, 0.052% hits | inhibition, % at 10 µM | PDI insulin aggregation turbidity, A650, 90 min;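 active = mean inhibition across replicates of 30% or more, whatever share of single replicates reach that level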;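 also: absorbance from insulin aggregation driven by PDI reduction with DTT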
Target sequence (P07237 whole entry, looked up): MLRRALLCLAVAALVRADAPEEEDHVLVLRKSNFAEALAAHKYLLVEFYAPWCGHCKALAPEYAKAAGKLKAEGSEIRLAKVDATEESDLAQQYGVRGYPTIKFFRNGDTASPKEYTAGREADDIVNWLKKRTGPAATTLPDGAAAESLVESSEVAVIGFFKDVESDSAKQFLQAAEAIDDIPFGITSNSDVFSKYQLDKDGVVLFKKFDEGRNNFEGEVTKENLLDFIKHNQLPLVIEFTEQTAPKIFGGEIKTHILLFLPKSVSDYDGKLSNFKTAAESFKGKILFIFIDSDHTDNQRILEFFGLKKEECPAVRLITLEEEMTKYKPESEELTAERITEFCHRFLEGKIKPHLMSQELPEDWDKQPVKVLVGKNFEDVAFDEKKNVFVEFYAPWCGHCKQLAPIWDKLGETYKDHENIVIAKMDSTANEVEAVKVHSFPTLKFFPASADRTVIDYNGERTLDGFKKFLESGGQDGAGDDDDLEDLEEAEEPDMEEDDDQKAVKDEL
CF NFkB block – blocks PAF-induced NF-kB reporter in cystic fibrosis cells; KKLEB NF-kB-GFP reporter, GFP fluorescence overnight; inhibition, % at 5 µM; 360,000 compounds, 0.86% hits; AID 588850;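 active = at least 50% inhibition at 5 µM, scaled per plate between neutral and stimulator controls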;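 also: PAF is a Pseudomonas aeruginosa culture filtrate used as stimulus; plate controls were PAF-stimulated DMSO wells for no effect and unstimulated DMSO wells for full effect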
Peg3 promoter – Peg3 promoter activity inhibition; HeLa PEG-Prom luciferase reporter, luminescence, overnight; inhibition, % at 20 µM; 360,000 compounds, 1.7% hits; AID 588405;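 active = inhibition of at least 50% at 20 µM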
NR2E3 ag-2 – activates human photoreceptor nuclear receptor NR2E3. Q9Y5X4. 320,000 compounds, 0.12% hits. AID 2300. inhibition of corepressor binding, % at 4.78 µM. GST-NR2E3/biotin-RetCOR TR-FRET, 1536-well;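 active = percent inhibition above the cutoff of mean plus 3 SD of all tested compounds, set per screening campaign, cut at about 20% in these data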;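 also: 0% = DMSO wells and 100% = biotin wells as full block of FRET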
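system = GST-tagged NR2E3 plus biotinylated RetCOR corepressor | input = 1.35 nM GST-NR2E3 | also added = 7 nM biotin-RetCOR | schedule = 5 h incubation at 4 °C | measured by = TR-FRET with europium anti-GST and streptavidin-D2, 340 nm excitation | read-out = percent loss of FRET ratio relative to control wells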
* hit, by the source's call; . = not tested or not shown; & = joins results of further samples.

Sequence of screens: CF NFkB block | PDI turbidity | Shn3 inh set2 | MITF TRPM1 inh | NR2E3 ag-1 | CaV13 FRET inh | Peg3 promoter | HIF-2a block | KKLEB tox | Vif imaging | NR2E3 ag-2
Cc1ccc(C)c2[nH]c(=O)c(CN(Cc3nnnn3C3CCCCC3)CC3CCCO3)cc12 (configuration not stated)
 : 4 | -2 | 28 | 4 | -15 | . | 2 | -16 | -6 | -1 | 1
CCC(=N\NC(=O)COc1ccccc1OC)/C(CC)=N/NC(=O)COc1ccccc1OC
 : 36 | -13 | 8 | 14 | 25 | -6 | 17 | 6 | -4 | -5 | 1
C=CCOc1ccc(CN(C)CC(=O)N(CC(C)C)c2c(N)n(CC(C)C)c(=O)[nH]c2=O)cc1
 : 0 | -3 | -7 | 4 | 4 | 0 | 2 | 13 | 4 | -2 | -2
CCc1cc2c(SCC(=O)Nc3ccc(NC(C)=O)cc3)ncnc2s1
 : 11 | -5 | 2 | -15 | -28 | -2 | -2 | -11 | -1 | 1 | -2
COc1cccc(-c2cc(C(F)(F)F)nc(NCc3ccco3)n2)c1
 : -4 | -2 | -8 | -6 | -32 | -5 | 4 | -33 | 2 | 2 | 2
CCOC(=O)C1(C)CCCN(C(=O)c2cc(F)ccc2C)C1 (configuration not stated)
 : -11 | -5 | -6 | . | -10 | -7 | -1 | 14 | 14 | -6 | .
CC1(C)Cc2nc3scc(NC(=O)c4ccccc4)c3cc2CO1
 : -6 | -1 | 2 | . | 5 | -5 | -9 | -13 | 4 | 0 | -2
Cc1nnc(SCC(=O)N(C)CC(=O)Nc2ccccc2Cl)s1
 : 1 | 6 | 1 | -7 | 9 | -5 | 8 | 8 | 6 | 5 | 1
CCCCCCc1cc2cc(S(=O)(=O)c3ccc(C)cc3)c(=O)oc2cc1O
 : 25 | 5 | 11 | -13 | -3 | . | 40 | -3 | -10 | 28 | 0
CCC(Sc1nc2ncccc2[nH]1)C(=O)NC1CCC(C)CC1 (configuration not stated)
 : 19 | . | -9 | . | -24 | -5 | 3 | 0 | -20 | 4 | 0
CCOc1ccc(/C=N/NC(=O)Cc2cccs2)cc1
 : -12 | 6 | -20 | . | -30 | -20 | -158 | -238 | 13 | 2 | 2
Cc1ccc2nc(-c3cccc(N)c3)oc2c1
 : -15 | -3 | 13 | 5 | -80 | -9 | -53 | -8 | -16 | -1 | 3
CCOCCCN1CN(Cc2ccccc2)CNC1=S
 : 13 | 3 | 13 | -5 | -5 | -6 | 16 | 5 | 0 | -3 | 2
O=C(Cc1cn2ccsc2n1)NCCc1ccc(F)cc1
 : 5 | 10 | 1 | 2 | -9 | . | 1 | 1 | 0 | -8 | -1
O=[N+]([O-])c1ccc2[nH]c(O)c(N=NC(=S)Nc3cccnc3)c2c1
 : -19 | 2 | -11 | 13 | -56 | -3 | 9 | 2 | 12 | -6 | -3

Individual results from the entries so far.
In HIF-2a block, CCCCCCc1cc2cc(S(=O)(=O)c3ccc(C)cc3)c(=O)oc2cc1O is listed with -3
In MITF TRPM1 inh, Cc1nnc(SCC(=O)N(C)CC(=O)Nc2ccccc2Cl)s1 is listed with -7
In NR2E3 ag-1, COc1cccc(-c2cc(C(F)(F)F)nc(NCc3ccco3)n2)c1 is listed with -32
In MITF TRPM1 inh, CCOCCCN1CN(Cc2ccccc2)CNC1=S is listed with -5

(next part)
Sequence of screens: CF NFkB block | PDI turbidity | Shn3 inh set2 | MITF TRPM1 inh | NR2E3 ag-1 | CaV13 FRET inh | Peg3 promoter | HIF-2a block | KKLEB tox | Vif imaging | NR2E3 ag-2
CCc1ccc(OCC(=O)NCCN(C)C)c(Br)c1
 : 24 | 1 | -29 | 2 | -2 | . | -27 | -25 | -16 | -3 | 0
CC(C)=NNC(=O)C1=NNC(=O)C1
 : 9 | 0 | -72 | . | -2 | -4 | 3 | 27 | 10 | 0 | 2
Cc1ccccc1OCC(=O)O/N=C(\N)c1ccncc1
 : -6 | 2 | -11 | -54 | -60 | -18 | -244 | -251 | 9 | -8 | 3
COc1ccc(C(=O)c2c3ccccc3[n+]([O-])n2CCCN)cc1
 : -1&4 | -2&2 | -15&-25 | 3&-13 | -53&-27 | -4&-6 | -40&-69 | -69&-93 | 12&-5 | -4 | -2
CC(=O)c1ccc(OCCCC(=O)OCC(=O)Nc2c(C)nn(-c3ccccc3)c2C)cc1
 : -8 | -5 | -2 | -10 | -18 | -5 | -3 | 4 | 0 | 2 | 1
O=C(Nc1ccc2nc3n(c(=O)c2c1)CCCCC3)c1ccccn1
 : 8 | 16 | -11 | -44 | -135 | -8 | -151 | -164 | -6 | -6 | 1
CC1Sc2ccc(S(=O)(=O)CCC(=O)N(C)Cc3ccccc3)cc2NC1=O (configuration not stated)
 : -16 | 3 | 13 | 7 | 5 | -2 | 11 | 10 | 17 | -11 | 0
CCOC(=O)Nc1ccc2c(COC(=O)C(NS(=O)(=O)c3ccc(Cl)cc3)C(C)O)cc(=O)oc2c1 (configuration not stated)
 : 10 | -3 | -15 | -15 | -22 | -6 | -41 | -78 | -4 | -8 | .
COc1ccc(NC(=O)NCCC2=CCCCC2)cc1
 : 3 | -3 | -56 | -43 | -80 | 13 | -261 | -209 | 0 | -1 | 1
O=[N+]([O-])c1ccc(N2CCN(CCOc3nonc3-c3ccccc3)CC2)c(Cl)c1
 : 9 | 3 | -17 | 0 | -21 | -8 | 22 | -3 | -3 | 5 | 0
Cc1ccc2c(Cl)cc(Cl)c(OCC(=O)OCC(=O)Nc3ccc(C#N)cc3)c2n1
 : 5 | -2 | 20 | -4 | -15 | -3 | 7 | 18 | 4 | 1 | -2
CCCCc1ccc(NC(=O)Nc2cnccn2)cc1
 : 10 | -4 | -35 | -36 | -75 | -2 | -124 | -182 | -7 | . | 3
COc1ccc(C(=O)N/C(=C\c2ccc3c(c2)OCO3)C(=O)NCCc2nc3ccccc3[nH]2)cc1
 : -25 | -3 | -43 | -6 | -57 | -5 | -10 | -58 | -2 | 1 | 0
O=C(Cn1cnc2ccccc21)Nc1cccc([N+](=O)[O-])c1
 : -9 | -2 | 27 | 6 | -4 | 1 | 9 | 9 | 9 | 1 | 1
COc1cc2cc(-c3ccc(O)cc3O)nc(C)c2cc1OC
 : -139 | -3 | 5 | -14 | -8 | -4 | -16 | -96 | -8 | -7 | -3

Record cards (already shown). Order of screens: CF NFkB block	PDI turbidity	Shn3 inh set2	MITF TRPM1 inh	NR2E3 ag-1	CaV13 FRET inh	Peg3 promoter	HIF-2a block	KKLEB tox	Vif imaging	NR2E3 ag-2
Results for CCOC(=O)C1(C)CCCN(C(=O)c2cc(F)ccc2C)C1 (configuration not stated) → -11	-5	-6	.	-10	-7	-1	14	14	-6	.
Results for O=[N+]([O-])c1ccc2[nH]c(O)c(N=NC(=S)Nc3cccnc3)c2c1 → -19	2	-11	13	-56	-3	9	2	12	-6	-3

More structures
Sequence of screens: CF NFkB block | PDI turbidity | Shn3 inh set2 | MITF TRPM1 inh | NR2E3 ag-1 | CaV13 FRET inh | Peg3 promoter | HIF-2a block | KKLEB tox | Vif imaging | NR2E3 ag-2
CN(C(=O)COC(=O)Cn1cnc2c1c(=O)n(C)c(=O)n2C)C1(C#N)CCCCC1
 : -74 | 4 | 1 | 2 | -24 | -2 | 4 | 2 | 10 | -1 | 2
COCCCNC(=O)C(Cc1ccccc1)NS(=O)(=O)c1ccc2c(c1)c(=O)n(C)c(=O)n2C (configuration not stated)
 : -2 | -6 | -13 | 2 | -18 | -4 | 14 | -2 | 1 | -4 | 0
O=C(Nc1cccnc1Cl)c1noc2c1CCc1ccccc1-2
 : 4 | 0 | -81 | -65 | -4 | -4 | -232 | -282 | 2 | -1 | 0
Cc1ccc(S(=O)(=O)N(C)C)cc1NC(=O)C(C)OC(=O)c1ccc2c(c1)OCCO2 (configuration not stated)
 : 12 | 6 | 6 | 5 | -34 | -2 | -15 | -25 | -12 | -3 | 1
COc1ccc(C(=O)N/N=C/c2ccc(OC)c(CN3CCCc4ccccc43)c2)cc1
 : 4 | -16 | 25 | 13 | -15 | -8 | 8 | -25 | 19 | -12 | 0
Cc1cc(C)c2c(n1)SCC(=O)N2CC(=O)Nc1ccc(C)c(C)c1
 : -8 | . | 9 | 3 | -3 | -3 | 1 | -9 | 17 | -4 | 2
CC(=O)c1c(C)[nH]c(C(=O)COC(=O)COc2ccccc2)c1C
 : 26 | -2 | 7 | -8 | -13 | -3 | -35 | 12 | 12 | 4 | .
CC(C)N(C)c1ncnc2c1ncn2[C@H]1CN(Cc2ccncc2)C[C@@H](CO)O1
 : 24 | -7 | 4 | . | -19 | -13 | 7 | -9 | -30 | -3 | .
CSc1ccc(/C=N/NC(=O)c2ccc3nc[nH]c3c2)cc1
 : -9 | 9 | -16 | . | -30 | -6 | -91 | -143 | -1 | -1 | .
CCOc1ccccc1-c1cc(C(=O)N/N=C/c2cccnc2)c2ccccc2n1
 : 1 | -19 | -5 | 8 | 1 | 27 | 23 | 10 | -5 | 14 | -1
CCOc1ccc(C(C)=O)cc1COC(=O)C1=COCCO1
 : -24 | 4 | -27 | 2 | -1 | -7 | 17 | 11 | 9 | -15 | -1
O=C(N/N=C/C=C\c1ccc([N+](=O)[O-])cc1)c1cccnc1
 : -25 | -5 | -1 | . | -2 | -5 | 12 | 15 | 11 | -1 | 2
Cc1ccc(-n2nnnc2-c2ccco2)cc1
 : 0 | -3 | 1 | 11 | -28 | . | 1 | 3 | 0 | -9 | 3
CCOC(=O)c1ccc(NC(=O)CSc2nnc(-c3cccs3)n2C)cc1
 : 1 | -5 | -4 | -5 | 12 | . | -52 | -49 | 1 | 0 | 1
NC1=NC[C@H](Cc2ccc(O)cc2)N1CCc1cc(C(F)(F)F)cc(C(F)(F)F)c1
 : -32 | 16 | 13 | 14 | 1 | -12 | -6 | 13 | 14 | -6 | 0
C[C@H](O)[C@@H]1CN2CCc3c([nH]c4ccccc34)[C@@H]2C[C@@H]1N(C)C(=O)c1ccco1
 : -18 | . | -5 | . | -5 | -7 | 14 | -8 | -5 | 8 | .
CCCCn1c(O)c(/C=C2\C=Nc3ccccc32)c(=O)[nH]c1=O
 : 3 | -7 | -8 | -5 | -15 | -47 | 16 | 9 | 4 | -5 | -2
